Screening data as filed in PubChem BioAssay.
FXN GAA850 act: frataxin GAA850 promoter activation; activation, % at 6 µM; AID 540364; HEK293 lucGAA850 FXN promoter luciferase reporter, 24 h; percent of 10 µM SAHA response; actives 0.56% (n = 360,000);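 active means activation above the average of all compounds screened plus 3 SD, cutoff fixed separately per campaign, cut at about 7.5% in these data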;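 further: 0% = DMSO wells and 100% = 10 µM SAHA wells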
ADAM10 inh: inhibitors of human ADAM10; O14672; recombinant ADAM10, EDANS/DABCYL FRET peptide cleavage, 3 h; inhibition, % at 7 µM; actives 0.62% (n = 370,000);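 active means inhibition above a per-campaign cutoff equal to the mean of compounds falling between control-based bounds plus 3 SD, cut at about 20% in these data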;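 further: 0% = DMSO wells while the 100% control is not disclosed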
GC-A act: GC-A (human) enzyme activation. HEK293 GC-A cells, cGMP TR-FRET, EC30 ANP; 0% at EC30 ANP, 100% saturating ANP. activation, % at 10 µM. actives 0.14% (n = 370,000). AID 1671463; in the data active means activation above about 40%
ADAM17 inh: ADAM17 inhibition, QFRET primary screen; P78536; recombinant ADAM17, EDANS/DABCYL FRET peptide cleavage; inhibition, % at 6.95 µM; actives 0.83% (n = 370,000);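 active means inhibition above the mean of compounds lying between control limits plus 3 SD, set per campaign, cut at about 8.5% in these data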;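 further: 0% = DMSO-only wells as the low control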
Target sequence (P78536 215-824 limits assumed): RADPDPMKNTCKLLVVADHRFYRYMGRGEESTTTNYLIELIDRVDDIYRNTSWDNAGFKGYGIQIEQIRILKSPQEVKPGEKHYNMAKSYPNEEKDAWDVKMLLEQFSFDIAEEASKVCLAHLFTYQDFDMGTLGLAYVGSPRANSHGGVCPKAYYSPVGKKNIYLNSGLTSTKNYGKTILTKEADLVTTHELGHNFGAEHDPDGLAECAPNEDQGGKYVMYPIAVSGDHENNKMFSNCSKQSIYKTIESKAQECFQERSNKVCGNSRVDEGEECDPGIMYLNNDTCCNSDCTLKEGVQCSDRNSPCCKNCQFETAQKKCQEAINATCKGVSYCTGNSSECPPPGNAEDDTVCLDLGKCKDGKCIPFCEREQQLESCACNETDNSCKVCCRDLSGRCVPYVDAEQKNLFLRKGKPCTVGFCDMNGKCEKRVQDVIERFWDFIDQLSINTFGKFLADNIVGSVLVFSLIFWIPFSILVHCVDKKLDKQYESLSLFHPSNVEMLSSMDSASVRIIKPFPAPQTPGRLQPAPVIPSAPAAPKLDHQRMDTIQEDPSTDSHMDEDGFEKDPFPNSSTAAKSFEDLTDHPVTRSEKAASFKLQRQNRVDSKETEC
DAX1 inh-1: inhibitors of DAX1 repression of SF-1 activated StAR promoter; HEK293T StAR-luciferase reporter, SF-1/DAX-1 repression relief; inhibition, % at 6.8 µM; actives 1.1% (n = 370,000); AID 652010;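 active means inhibition above the mean over all tested compounds plus 3 SD, cut at about 3.6% in these data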;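 further: 0% = DAX-1 cells with DMSO and 100% = cells lacking DAX-1 with DMSO; higher inhibition means more luminescence from relief of DAX-1 repression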
ssDAF-12 act: S. stercoralis DAF-12 activation, primary screen | HEK293 ssDAF-12/GRIP1 lit1-tk-luc reporter, luminescence; % of 3 µM dafachronic acid response | actives 1% (n = 370,000) | AID 652126 | activation, % at 6.8 µM;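 active means activation above the mean over all tested compounds plus 3 SD, cut at about 0.9% in these data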;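 further: 0% = DMSO-only wells and 100% = 3 µM delta7-dafachronic acid wells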
SMARCA2 act: increases SMARCA2 function in MMTV reporter cells; MG213 cells, MMTV-luciferase reporter, dexamethasone, overnight; actives 1% (n = 370,000); AID 652017; activation, % at 9.1 µM; in the data active means activation above about 7.8%;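 further: 0% = vehicle wells and 100% = reference activator wells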
DAX1 inh-2: inhibitors of human orphan nuclear receptor DAX1 (NR0B1); HEK293 Gal4-DAX1 luciferase reporter, luminescence; inhibition, % at 6.75 µM; AID 504766; actives 0.99% (n = 340,000);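 active means inhibition above the mean over all tested compounds plus 3 SD, cut at about 4.2% in these data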;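 further: 0% = DAX1-transfected cells with DMSO and 100% = empty-vector control cells with DMSO; inhibition shows as a rise in luminescence from relieved DAX1 repression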
Target sequence (P51843 207-470 limits assumed): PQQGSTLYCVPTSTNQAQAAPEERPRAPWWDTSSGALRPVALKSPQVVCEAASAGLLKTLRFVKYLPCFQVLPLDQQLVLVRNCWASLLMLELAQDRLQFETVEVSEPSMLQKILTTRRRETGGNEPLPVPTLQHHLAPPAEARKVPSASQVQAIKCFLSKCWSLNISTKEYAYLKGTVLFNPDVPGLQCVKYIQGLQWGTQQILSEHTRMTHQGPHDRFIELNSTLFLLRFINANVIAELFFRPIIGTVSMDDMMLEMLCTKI
hgDAF-12 ag: hgDAF-12 agonism, primary luciferase screen; HEK293 GAL4-hgDAF12 UAS-luciferase reporter, agonist luminescence; normalized to butyrate control; activation, % at 6.8 µM; actives 1.8% (n = 370,000); AID 687014;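 active means activation above a cutoff set at the mean of all screened compounds plus 3 SD, cut at about 10% in these data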;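 further: 0% = DMSO wells and 100% = sodium butyrate wells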
PG9 binder: binds the HIV-1 gp120 antibody PG9. actives 0.43% (n = 360,000). TR-FRET gp120-PG9 antibody binding. AID 624416. inhibition, % at 6.7 µM; in the data active means inhibition above about 8.5%
hcDAF12 agonist: activates DAF-12 receptor from parasite H. contortus; HEK293 hcDAF-12 lit1-tk-luc reporter, luminescence; 0% DMSO, 100% Δ7-dafachronic acid; activation, % at 6.8 µM; actives 1.4% (n = 370,000); AID 652067;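 active means activation above the mean of all tested compounds plus 3 SD, cut at about 5.5% in these data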;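 further: 100% = response to 3 µM Δ7-dafachronic acid high control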
* marks the source's active call; other numbers are inactive results; · = not tested or not shown.

The line under a structure holds: FXN GAA850 act	ADAM10 inh	GC-A act	ADAM17 inh	DAX1 inh-1	ssDAF-12 act	SMARCA2 act	DAX1 inh-2	hgDAF-12 ag	PG9 binder	hcDAF12 agonist
> COc1ccc(NS(=O)(=O)c2cccc(C(=O)NCC(c3ccccc3OC)N3CCCC3)c2)cc1 (stereo not drawn)
  -3.4	-12	-1	2	0.2	-1.2	-2	-0.6	3.4	1.6	-1.3
> COc1ccc2c(c1OC)C(=O)OC2Nc1nc(-c2ccccc2)cs1 (stereo not drawn)
  -0.8	-3	20	-3	-0.1	-0.9	1	0.7	-2.8	0.4	-1.6
> O=C(NCc1ccccc1)C1CCC1
  1.5	5	4	0	0.0	-0.5	-2	-1.2	-1.6	1.2	-2.5
> O=C(Nc1ccccc1)c1cccnc1N1CCCC1
  0.5	-12	0	-8	-0.3	-1.2	-3	0.8	1.6	0.8	1.4
> O=C(Cc1ccccc1)Oc1coc(CSc2ncccn2)cc1=O
  2.6	1	2	-6	0.1	-1.4	-2	0.8	-1.3	-0.5	-1.3
> Cc1ccc2nc(SCC(=O)c3c(N)n(C)c(=O)n(C)c3=O)[nH]c2c1
  -1.1	-5	7	-6	-0.2	-1.6	0	-0.6	-0.4	-0.3	-0.6
> CCN1C(=O)N[C@@H](c2cccc(C(F)(F)F)c2)[C@H](C(C)=O)[C@H]1C
  -0.2	-3	-2	-1	0.1	-1.2	1	-0.2	2.0	-0.3	-0.9
> COc1cccc(CNC(=O)CCS(=O)(=O)c2cccc3nonc23)c1
  1.2	-8	1	-4	-0.3	-1.3	-3	-0.4	-2.4	0.5	-0.9
> Cc1ccc(C([O-])=C(C(=S)NCc2ccccc2)[n+]2cccc(CO)c2)cc1[N+](=O)[O-]
  -2.1	-4	3	2	-0.1	-0.4	-2	-1.3	-1.7	-0.1	1.7
> O=C(NCCc1ccccc1)C1(c2ccccc2)CCCC1
  1.2	-1	-3	-1	-0.7	-0.9	-1	0.5	2.8	-2.5	-1.1
> Cc1ccc(C)c(S(=O)(=O)NCc2cccnc2)c1
  -1.4	6	2	4	0.1	-1.0	-5	0.5	0.2	3.2	-1.6
> Cc1cc(C)n(CC(=O)NNC(=O)c2cccc(C(F)(F)F)c2)n1
  -1.8	5	-1	2	0.3	-1.4	-4	0.1	0.3	-0.9	-0.2
> NC(=O)C(=O)N/N=C/c1c(F)c(F)c(F)c(F)c1F
  -1.4	3	2	-1	-0.4	-0.6	2	-0.4	2.0	-3.9	0.8
> COc1ccccc1N1CCN(C(=O)C2CCCCN2S(=O)(=O)c2ccc(C)cc2)CC1 (stereo not drawn)
  -2.0	0	3	-4	-0.1	-1.8	-3	0.8	-1.3	0.4	-0.8
> O=C1CN(Cc2nc3cc(Cl)ccc3c(=O)[nH]2)CCN1
  0.1	0	2	-4	0.1	-1.4	-1	1.0	-1.6	-1.9	0.1
> COCCn1c(N)c(Sc2ccccc2[N+](=O)[O-])c(=O)[nH]c1=O
  1.4	1	1	-4	-0.2	0.9	-3	-0.5	-2.5	-0.1	2.3
> COc1ccc(NS(=O)(=O)c2ccc(C)c(C(=O)O)c2)cc1
  3.5	-3	1	-1	1.1	-1.7	0	-0.3	-0.3	0.6	2.0
> Cc1c(NC(=S)NC(=O)C(C)(C)C)c(=O)n(-c2ccccc2)n1C
  1.8	1	1	1	-0.2	-0.9	-2	3.4	-2.4	-2.4	-0.5
> Cc1cccc(C)c1NC(=O)C1(C)CSCC(=O)N1CCOc1ccccc1 (stereo not drawn)
  ·	2	-1	7	0.5	-1.5	-3	·	1.8	-0.5	-0.3
> O=C(Cn1nc(-c2ccccc2Cl)ccc1=O)Nc1ccc(Br)cc1
  -0.1	1	5	-3	1.4	-1.3	-1	-0.6	-4.5	0.0	-0.6
> CCOc1ccc(C2NC(=O)c3n[nH]c(C)c32)cc1 (stereo not drawn)
  0.8	-10	0	-2	-0.5	-2.0	4	2.1	0.6	0.5	-1.1
> COCCN(Cc1ccc(OC)cc1)c1c(C)nc2ccc(C(=O)Nc3ccc(NC(C)=O)cc3)cn12
  1.3	-9	-2	-2	1.6	-0.4	6	·	-0.9	-0.1	-2.6
> COc1ccc(NC(=S)N2CCC(N(C)CC3CCCO3)CC2)cc1Cl (stereo not drawn)
  4.6	2	3	6	0.4	-1.5	1	-0.4	-0.3	1.1	-1.3
> Cc1ccccc1-c1csc(C(O)c2ccc(F)c(F)c2)n1 (stereo not drawn)
  1.6	-3	2	4	-1.2	-0.8	-4	·	0.3	2.1	-0.9
> CC(=O)Nc1ccc(NC(=S)Nc2ccc(Br)cc2)cc1
  0.2	0	4	-3	0.0	-1.4	1	1.4	-0.5	0.7	-2.5
> O=C(COC(=O)c1cc2c(s1)CCC2)Nc1ccc(F)cc1
  1.9	-4	-2	-7	-0.2	0.1	0	4.5*	-2.4	0.3	1.7
> COC(=O)c1[nH]c2cccc(OC)c2c1NC(=O)CCN1CCN(c2ccccc2OC)CC1
  -2.8	-127	-10	-47	-0.8	-1.2	0	0.1	-0.4	-2.1	-2.1
> Cc1ccc(NC(=O)COC(=O)c2ccc([N+](=O)[O-])o2)cc1S(=O)(=O)N1CCCCCC1
  0.5	9	-4	-5	0.5	-0.6	1	-0.3	-1.5	-0.8	-0.5
> S=C(N/N=C/c1ccc(Cl)c(Cl)c1)Nc1ccccc1Cl
  3.6	1	4	-3	1.6	-0.6	1	1.4	0.7	-0.6	-0.8
> CCOc1ccc(NC(=O)CN(C)C(=O)Cn2cnc3c2c(=O)n(C)c(=O)n3C)cc1OCC
  1.9	2	1	-2	-0.3	-0.9	0	2.2	-0.9	0.4	1.6

Going on with the list.
The line under a structure holds: FXN GAA850 act	ADAM10 inh	GC-A act	ADAM17 inh	DAX1 inh-1	ssDAF-12 act	SMARCA2 act	DAX1 inh-2	hgDAF-12 ag	PG9 binder	hcDAF12 agonist
> Cc1ccn2cc(CCNC(=O)CC3CCCCC3)nc2c1
  -1.1	-34	-1	-10	-0.3	-0.2	-5	1.8	-3.5	1.0	-0.9
> O=C(CSc1nnc(-c2cccs2)n1C1CC1)NCC1CCCO1 (stereo not drawn)
  1.6	-3	3	-7	-0.3	-0.9	1	-0.4	-1.7	-2.0	-0.4
> CCc1noc(C)c1C(=O)Nc1ccc(Cl)c(S(=O)(=O)N2CCCCC2)c1
  -1.3	4	4	1	-2.1	-1.6	-2	-0.8	-2.4	2.7	-1.3
> O=C(C1CCCCC1)N1C[C@@H](O)[C@H](n2cc(C3CC3)nn2)C[C@@H]1c1ccc(Cl)cc1
  -1.7	-8	-6	-3	-0.3	-1.2	-5	0.6	3.3	1.3	4.0
> Cc1onc(C(=O)N2CCN(C(c3ccc(Cl)cc3)c3ccc(Cl)cc3)CC2)c1[N+](=O)[O-]
  ·	15	-9	6	·	-1.4	·	·	-9.0	·	-1.3
> CCOC(=O)COc1nc(-c2ccc(Cl)cc2)cc(-c2ccco2)c1C#N
  1.6	-8	6	1	-0.2	-1.0	-3	-0.5	1.5	1.4	-0.7
> Cc1ccc(NC(=O)CN(C)S(=O)(=O)c2ccc3c(c2)n(C)c(=O)c(=O)n3C)cc1
  -0.1	2	5	-3	0.1	-1.1	-1	0.3	-1.0	-1.2	0.7
> COc1ccc(CCN2C(=O)c3ccccc3C2(O)c2ncc[nH]2)cc1OC (stereo not drawn)
  -1.4	3	3	-1	0.0	-1.4	-4	-0.4	-0.1	0.8	-0.8
> Cc1ccc(N=C2C(=O)Nc3ccccc32)c(C)c1
  2.7	4	-16	-2	0.1	-0.6	5	-0.3	2.6	-4.2	1.0
> C=CCSc1nc(C)cc(/C=C\c2ccccc2)c1C#N
  0.2	-5	-2	-2	-0.7	-1.2	-4	0.3	1.9	1.2	-0.7
> CSc1ncccc1C(=O)NC(C)C1CC2CCC1C2 (stereo not drawn)
  1.4	-4	0	0	-0.3	-1.4	1	1.7	-1.1	-2.8	0.1
> Cc1ccc(C2=NN(CC(=O)O)C(=O)CC2)cc1
  1.8	-5	4	-4	0.0	-1.0	-1	0.2	-1.1	1.9	0.2
> CC(C)N(C(=O)COC(=O)c1cc(Cl)cc(Cl)c1N)C(C)C
  1.2	-1	-11	-5	0.2	-1.3	1	0.1	-0.5	3.0	-1.4
> Cn1c(SCC(=O)NN2C(=O)NC(C)(c3ccccc3)C2=O)nnc1-c1ccncc1 (stereo not drawn)
  0.6	-34	2	-13	-0.6	-0.7	0	-0.3	0.0	-0.3	2.1
> O=C(NCc1nnnn1-c1ccc(Cl)cc1)c1ccc(Br)o1
  0.3	5	-6	-4	-1.1	-1.3	-3	-1.2	-0.9	2.6	-0.8
> CCc1nc2c(OCC(=O)c3ccc(Cl)cc3Cl)cccn2c1N(C=O)Cc1ccccc1
  1.4	-17	4	-6	0.8	-0.4	-3	·	0.3	-1.5	-0.2
> CCCN(C(=O)COC(=O)CCOc1ccccc1)c1c(N)n(Cc2ccccc2)c(=O)[nH]c1=O
  -1.0	0	1	-1	0.3	-0.8	-1	0.3	2.0	-1.1	-0.4
> O=c1c2[nH]c3ccccc3c2ncn1CCN1CCCCC1
  1.8	-40	1	-18	0.2	-0.5	-3	-0.9	2.2	-0.4	-1.0
> COC(=O)c1ccc2nc(NC(=O)COC(=O)CSc3nc(C)cc(C)n3)sc2c1
  3.3	-5	0	-2	0.6	0.4	3	1.3	5.4	-0.2	11*
> CCc1nnc(NC(=O)CCC(=O)N2CCCC2)s1
  3.1	-1	12	-5	-0.9	-1.1	-5	2.2	0.0	-0.3	-1.2
> COc1ccc(/C=C(/NC(=O)c2cccs2)C(=O)N2CCOCC2)cc1OC
  1.1	-10	4	3	0.4	-1.0	-3	-1.4	-3.2	-1.0	-1.3
> Cc1c(/C=N\NC(=O)c2ccc([N+](=O)[O-])cc2)cnn1C
  -2.0	2	2	0	-0.4	-1.6	-5	-1.0	-2.1	-1.2	-1.6
> Cc1nc2ccc(NC(=S)N3CCOCC3)cc2nc1C
  3.9	-110	2	-30	0.0	-0.7	1	0.2	-1.9	-1.1	-1.9
> O=C(CSc1nc2ccccc2c(=O)n1-c1ccc(Cl)cc1)N/N=C/C=C/c1ccccc1[N+](=O)[O-]
  -0.8	2	-10	-2	-0.5	-1.0	-4	3.2	4.1	-1.6	5.8*
> COc1ccc(CNC(=S)Nc2ccccc2Cl)cc1
  1.3	1	0	0	-0.4	-1.5	0	-0.1	0.6	-1.5	-0.2
> C=CCc1cc(C)cc(C)c1OCCn1cncn1
  -0.9	-4	1	-3	-0.2	-0.8	-4	-0.4	-3.2	0.9	-1.0
> O=[N+]([O-])c1ccc(-c2cc(-c3ccncc3)nc3ccc4ccccc4c23)cc1
  -0.7	5	-1	-2	0.3	-1.4	2	0.1	0.7	-1.3	3.9
> COc1ccc([C@@H]2CC=C(C(=O)O)[C@H](c3cccc(Cl)c3)N2S(=O)(=O)c2ccc(Cl)cc2)cc1
  -0.2	12	1	5	-0.3	-0.4	-1	1.9	1.1	-1.2	-1.5
